# EWS-Fli block: EWS/Fli-driven NR0B1 reporter inhibitors, primary screen, A673 cells, NR0B1 luciferase, luminescence, MLPCN library; viability-normalised; inhibition, % at 12.6 µM; actives 0.67% (n = 350,000);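 active = mean inhibition of at least 50% after viability correction, with every replicate also passing that limit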;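 also: firefly luciferase signal divided by Alamar Blue viability fluorescence both relative to DMSO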
# RAD54 inh: inhibitors of human RAD54 branch migration, primary screen, biochemical, fluorescence, single point | actives 0.14% (n = 360,000) | inhibition, % at 10.4 µM | RAD54 Holliday junction branch migration, FAM/BHQ fluorescence;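 active = mean normalized replicate activity at least 40 and at least half of replicates scoring 40 or more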;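 also: 0% = median of neutral control wells and 100% = median of positive control wells; inhibitors cause a drop in the FAM fluorescence signal; in these data hits start at about 50%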
# Xi reactivation: activators of inactive X chromosome reactivation, primary screen, imaging, XiGFP fibroblasts, GFP high-content imaging, set 2 | activation, % at 7.58 µM | XiGFP mouse fibroblasts, % GFP-positive cells imaging, 3 d; cells co-treated with 5-aza-dC sensitizer; scaled so ellipticine positive control = 100% | actives 0.055% (n = 360,000);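 active = mean normalized replicate activation at least 10% and every replicate at or above 10%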;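 also: 0% = median of on-plate neutral control wells and 100% = ellipticine 6 µM median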
#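 Schedule: 3 d treatment, 15 min room-temperature fixation; system: 68-5-11 XiGFP fibroblast line; buffer or medium: DMEM plus 5-aza-dC sensitizer; control set: ellipticine 6 µM positive control; compound: one concentration, pinned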
# FN deposit inh: inhibitors of fibronectin matrix deposition, primary screen, AH1F cells, Alexa488-fibronectin fluorescence, plate reader | AH1F fibroblasts, overnight | inhibition, % at 12.6 µM | actives 0.086% (n = 350,000) | AID 743247, 2014;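 active = mean inhibition across replicates of 30% or more, regardless of how many single replicates reach that level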;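 also: positive control wells lacked labelled fibronectin entirely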
#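 Schedule: 1 h cell adhesion before compound, then overnight fibronectin incubation; test system: AH1F fibroblast monolayer depositing Alexa488-labelled fibronectin into matrix; quantity: 10000 AH1F cells per well; probe or stimulus: fluorescent fibronectin at 24 nM final; signal: fluorescence, ex 485 nm, em 525 nm; evaluation: percent inhibition as loss of matrix-bound fibronectin fluorescence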
# RAD52 inh: RAD52 DNA annealing inhibitors, primary screen, biochemical, FRET, single point, set 2. DNA repair protein RAD52 homolog (Homo sapiens), P43351. recombinant RAD52 DNA annealing, FRET fluorescence. actives 0.46% (n = 360,000). inhibition, % at 18.7 µM;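 active = every replicate showing at least 50% inhibition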
# Target sequence (P43351 whole entry, looked up): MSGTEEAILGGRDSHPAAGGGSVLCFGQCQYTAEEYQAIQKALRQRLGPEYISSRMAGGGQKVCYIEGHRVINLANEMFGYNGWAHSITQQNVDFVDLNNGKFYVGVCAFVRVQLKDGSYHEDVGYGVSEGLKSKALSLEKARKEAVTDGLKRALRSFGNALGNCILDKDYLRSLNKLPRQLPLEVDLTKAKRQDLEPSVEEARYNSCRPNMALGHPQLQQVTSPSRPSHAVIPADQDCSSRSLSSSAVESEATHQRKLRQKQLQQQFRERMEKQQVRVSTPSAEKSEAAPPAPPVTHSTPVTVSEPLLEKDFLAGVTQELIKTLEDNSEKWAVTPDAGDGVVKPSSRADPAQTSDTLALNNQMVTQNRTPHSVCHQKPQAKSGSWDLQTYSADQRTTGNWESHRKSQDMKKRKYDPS
# S100A4 inh HTS: inhibitors of S100A4-myosin IIA peptide binding, primary screen, biochemical, fluorescence polarization, TAMRA-MyoIIA peptide; Protein S100-A4 (Homo sapiens), P26447; inhibition, % at 10.7 µM; actives 0.14% (n = 360,000); AID 652163, 2013;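 active = mean inhibition of at least 70% across replicates, with every replicate also reaching that level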
# Target sequence (P26447 whole entry, looked up): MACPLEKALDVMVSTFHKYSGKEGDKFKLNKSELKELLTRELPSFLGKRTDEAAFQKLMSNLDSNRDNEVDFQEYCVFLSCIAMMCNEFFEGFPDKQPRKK
#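 Material: S100A4 monomer (human). Medium: Calcium-containing HEPES buffer, pH 7.2. Probe or stimulus: labelled myosin peptide probe, 5 nM. Compound dosing: one concentration per compound. Timing: polarization read 5 min after assay mix addition, stable 5–60 min. Benchmarks: DMSO as neutral control, TFP as positive control.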
# esBAF inh: Bmi1 luciferase reporter increase in mESCs, primary screen, esBAF inhibitor project, mouse ES cells, Bmi1 luciferase knock-in, single point. actives 2% (n = 350,000). AID 602393, 2012. 24 h; 100% = twice the neutral-well signal. reporter increase, % at 12.5 µM; in the data active = activation above about 40%;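 also: 0% = median of the plate's neutral control wells and 100% = double that signal; a rise in the Bmi1 reporter signal indicates esBAF inhibition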
# E-sel inducer: E-selectin induction in HUVECs, primary screen, imaging, HUVEC, immunofluorescence imaging, single point; normalized: neutral wells 0, TNF-alpha wells 100; activation, % at 7.58 µM; actives 0.37% (n = 260,000); AID 686992, 2013;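 active = mean E-selectin-positive cell signal at least 10% of the positive control, reached in at least 60% of replicates, without over 20% cell loss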;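 also: in these data hits start at about 27%; measured in HUVEC primary endothelial cells; signal is the percent of cells scored E-selectin positive by PE staining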
#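 System: HUVEC, human umbilical vein endothelial cells; quantity: 3,000 cells/well; buffer or medium: EGM-2 medium, gelatin-coated wells; dosing: single-point compound dose; detection: immunofluorescence imaging; evaluation: % PE-positive cells; benchmarks: TNF-alpha, DMSO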
# * hit, by the source's call; · = not tested or not shown; & = joins results of further samples.
1. COCCOC(=O)N1C(=O)[C@@]2(c3ccccc31)[C@H](c1ccccc1OCCO)N1[C@H](c3ccccc3)[C@H](c3ccccc3)OC(=O)[C@H]1[C@@H]2C(=O)NC[C@H](O)c1ccccc1
2. NC(=O)c1cnn(-c2cc(Oc3ccccc3)ncn2)c1N
3. O=C(CSc1nccc(-c2ccc(Br)cc2)n1)NCCc1ccccc1
4. C[C@@H]1CN([C@@H](C)CO)C(=O)c2cc(NC(=O)CCC(F)(F)F)ccc2O[C@@H](C)CCCCO[C@@H]1CN(C)C(=O)Nc1ccc2c(c1)OCO2
5. C[C@@H]1CN([C@@H](C)CO)C(=O)c2cc(NS(=O)(=O)c3cccs3)ccc2O[C@@H](C)CCCCO[C@@H]1CN(C)C(=O)Nc1cccc2ccccc12
6. CCOC(OCC)c1nc(N)[nH]c(=O)c1CCCCc1ccccc1
7. CCOC(=O)N1CCC(N2C(=O)c3ccccc3C2Nc2ccc3c(c2)OCCO3)CC1 (configuration not stated)
8. c1ccc2cc(CCO[C@H]3CCCCO3)ncc2c1
9. O=C(NCCC1CCCCN1S(=O)(=O)c1ccccc1)C(=O)NCc1ccccc1 (configuration not stated)
10. O=c1c(Cc2ccc(F)cc2)c(O)ccn1CCc1cnc[nH]1
Assay by compound | 1 | 2 | 3 | 4 | 5 | 6 | 7 | 8 | 9 | 10
EWS-Fli block | 5.5 | -59.2 | -14.4 | -3.6 | -6.0 | 6.3 | 20.5 | 36.4 | 7.0 | 8.5
RAD54 inh | -1.2 | 3.9 | -4.2 | 24.0 | -5.2 | 0.7 | 0.2 | 0.2 | -3.1 | ·
Xi reactivation | · | 0.0 | · | -0.9 | 0.7 | 0.2 | 0.2 | -0.3 | -0.5 | 0.1
FN deposit inh | · | 10.4 | · | · | · | 0.8 | 11.9 | 4.4 | 4.4 | -0.6
RAD52 inh | 10.5 | -15.5 | -1.6 | -3.5 | -13.7 | -12.1 | -9.2 | -12.7 | -6.4 | -2.1
S100A4 inh HTS | -1.3 | -10.4 | 1.7 | 9.4 | 13.6 | -2.3 | 0.6 | -2.9 | 3.8 | -2.6
esBAF inh | · | 37.3 | 1.1 | -0.1 | -1.8 | -2.5 | -35.1 | -19.7 | -5.7 | ·
E-sel inducer | · | 1.7 | · | -0.1 | -0.2 | -0.2 | -0.1 | 0.0 | 3.6 | ·

# Along the list, from the results shown:
# RAD54 inh for nos. 1 to 4 → -1.2, 3.9, -4.2, 24.0
# EWS-Fli block for nos. 1 to 4 → 5.5, -59.2, -14.4, -3.6

# New compounds follow:
11. CCOC(=O)Cc1csc(SC(C)C(=O)NC2CCCCC2C)n1 (configuration not stated)
12. CC1CCCCC1NC(=O)CCc1nc2sc3c(c2c(=O)[nH]1)CCCC3 (configuration not stated)
13. CC1(C)CC(NC(=S)Nc2ccc(S(N)(=O)=O)cc2)CC(C)(C)N1
14. CC(C)(C)c1ccc(NC(=O)c2ccsc2)cc1
15. COc1ccc(CNC(=O)CSc2nnc3nc(C)cc(C)n23)cc1OC
16. COCCNC(=O)/C=C/c1c(Cl)cccc1Cl
17. CC(=O)Oc1ccccc1N(C(C)=O)S(=O)(=O)c1ccc2ccccc2c1
18. O=C(Cc1ccccn1)NCC[C@H]1CC[C@@H](NC(=O)Nc2ccc(Cl)cc2)[C@@H](CO)O1
19. Cn1c(=O)n(Cc2ccccc2F)c(=O)c2c1nc1n2CCN1Cc1ccco1
20. COC(=O)/C=C1\OCc2cc(OC)c(OC)cc21
Assay by compound | 11 | 12 | 13 | 14 | 15 | 16 | 17 | 18 | 19 | 20
EWS-Fli block | -0.6 | 5.2 | -13.4 | -14.4 | -2.5 | -10.6 | -1.4 | · | -13.2 | -19.2
RAD54 inh | 1.6 | · | 4.1 | 7.3 | · | · | · | -1.4 | -12.2 | ·
Xi reactivation | 0.0 | 0.3 | 0.0 | 0.2 | 0.1 | 0.1 | 0.1 | 0.1 | 0.0 | -0.2
FN deposit inh | -2.0 | -2.6 | 8.9 | 4.2 | 7.8 | 6.1 | -0.2 | · | 0.9 | 7.6
RAD52 inh | -16.4 | -20.8 | 2.8 | -7.3 | -9.6 | -4.9 | -7.5 | -14.1 | 1.8 | 1.7
S100A4 inh HTS | -2.8 | -2.4 | -0.9 | -3.4 | 5.4 | -7.3 | -5.1 | 28.2 | -1.1 | -8.4
esBAF inh | -5.3 | · | 0.9 | · | · | · | · | -2.8 | -4.4 | ·
E-sel inducer | · | 0.2 | 14.0 | 0.2 | 0.0 | -2.3 | · | 0.0 | -0.1 | 0.1

21. O=C(C[C@@H]1C=C[C@@H](NC(=O)c2ccc3c(c2)OCO3)[C@H](CO)O1)NCc1ccc(Cl)cc1
22. CCOC(=O)c1sc(NC(=O)c2ccc(S(=O)(=O)N3CCOCC3)cc2)nc1-c1ccccc1
23. CCCn1c2ccc(F)cc2c2nnc(SCCN3CCCCC3)nc21
24. CCCCN(C(=O)NC(=O)Nc1cccc(C)c1C)S(C)(=O)=O
25. CCOc1cc(C(=S)N2CCOCC2)ccc1OS(=O)(=O)c1ccc(C)cc1
26. COC(=O)c1ccccc1NC(=O)CN(C)S(=O)(=O)c1ccc(OC)cc1
27. COc1ccccc1-c1ccc2c(c1)O[C@@H](CN(C)C(=O)c1ccncc1)[C@@H](C)CN([C@H](C)CO)S2(=O)=O
28. O=C(NCc1nc2ccccc2[nH]1)C1=C[C@H](C2CCCCC2)C[C@H](OCCCCO)O1
29. COc1ccc(C(=O)N=c2sccn2C)cc1
30. COc1ccc(NC(=O)C2C3C=CC(O3)C2C(=O)O)cc1 (configuration not stated)
Assay by compound | 21 | 22 | 23 | 24 | 25 | 26 | 27 | 28 | 29 | 30
EWS-Fli block | 7.3 | 8.4 | 8.4 | -7.0 | 3.4 | · | 6.6 | 3.3&-0.9 | -65.4 | -2.5
RAD54 inh | 9.7 | · | · | -0.2 | 0.8 | -0.5 | 4.5 | -8.7&1.1 | · | 0.2
Xi reactivation | 0.6 | 0.0 | -0.1 | · | 0.0 | · | 1.1 | 0.0 | -0.2 | 0.1
FN deposit inh | · | 18.9 | -0.7 | · | -2.0 | · | · | 5.2 | 3.0 | -4.8
RAD52 inh | -4.5 | -3.5 | 2.9 | 4.9 | -13.8 | -11.0 | 1.3 | 14.4 | -5.8 | -19.9
S100A4 inh HTS | -5.8 | 14.4 | -0.6 | -2.3 | 0.7 | -0.4 | 13.4 | -1.3 | 1.3 | 2.9
esBAF inh | -6.2 | -10.4 | · | -6.9 | 0.7 | -5.3 | -6.5 | -3.8 | · | 5.6
E-sel inducer | 0.0 | · | 0.1 | · | 1.0 | · | -0.2 | 0.1 | · | 0.2

# 3 compounds from above, arranged by formula weight, smallest number first:
29. COc1ccc(C(=O)N=c2sccn2C)cc1
22. CCOC(=O)c1sc(NC(=O)c2ccc(S(=O)(=O)N3CCOCC3)cc2)nc1-c1ccccc1
27. COc1ccccc1-c1ccc2c(c1)O[C@@H](CN(C)C(=O)c1ccncc1)[C@@H](C)CN([C@H](C)CO)S2(=O)=O
Assay by compound | 29 | 22 | 27
EWS-Fli block | -65.4 | 8.4 | 6.6
RAD54 inh | · | · | 4.5
Xi reactivation | -0.2 | 0.0 | 1.1
FN deposit inh | 3.0 | 18.9 | ·
RAD52 inh | -5.8 | -3.5 | 1.3
S100A4 inh HTS | 1.3 | 14.4 | 13.4
esBAF inh | · | -10.4 | -6.5
E-sel inducer | · | · | -0.2

# (listing goes on)
31. COCCCNC(=O)C[C@H]1C[C@H](C(=O)N2CCOCC2)[C@@]2(CCC3CCCC3)c3[nH]c4ccc(Cl)cc4c3CCN2C1=O
32. Cc1ccc(C(=O)N/N=C/C=C/c2ccccc2)o1
33. COCCNC(=O)C(c1ccncc1)N(C(=O)c1sc(C)nc1C)c1cccc(C)c1 (configuration not stated)
34. COc1ccc(NC(=O)CS(=O)(=O)c2ccccc2Cl)cc1
35. CCc1cccc(Nc2cc(C)n(-c3cccc(CC)c3)c(=O)c2)c1
36. Cc1ccc(CNC(=O)C(=O)NCC2OCCN2C(=O)c2ccc3c(c2)OCO3)cc1 (configuration not stated)
37. Cc1cc(C)cc(C(=O)NCC(=O)OCC(=O)N2CCCC2)c1
38. CON(C)S(=O)(=O)c1cccc(C(=O)Nc2ccc(S(=O)(=O)NC3=NCCCCC3)cc2)c1
39. Cc1ccc(C(=O)N/C(=C\c2ccco2)C(=O)NCCN2CCCCC2)cc1C
40. Cc1csc(=O)n1CCC(=O)OCc1nnc(-c2ccccc2Cl)o1
Assay by compound | 31 | 32 | 33 | 34 | 35 | 36 | 37 | 38 | 39 | 40
EWS-Fli block | 5.4 | -15.2 | 0.5 | -17.1 | -42.4 | -2.3 | -4.4 | 14.2 | -7.2 | -0.2
RAD54 inh | -1.1 | · | · | 8.9 | · | -1.1 | -6.1 | -0.4 | -5.1 | 0.7
Xi reactivation | 0.0 | 0.0 | 0.0 | 0.0 | 0.6 | 0.2 | 0.0 | -0.1 | 0.3 | 0.3
FN deposit inh | · | 10.2 | · | 3.8 | -17.9 | 0.2 | -2.5 | -1.1 | 3.2 | -6.8
RAD52 inh | 0.3 | -20.3 | -15.8 | -1.5 | -15.9 | -23.1 | 0.1 | -15.3 | -5.4 | 2.2
S100A4 inh HTS | 1.3 | -5.5 | -19.6 | 1.6 | 0.7 | -7.0 | -3.8 | 5.1 | -8.7 | 21.5
esBAF inh | 10.0 | · | · | 5.6 | · | · | -5.1 | 10.2 | -3.2 | -4.8
E-sel inducer | · | · | · | 0.1 | -0.2 | -0.2 | -0.2 | -2.6 | 0.1 | ·

# A different layout for 2 compounds above:
item	structure	EWS-Fli block	RAD54 inh	Xi reactivation	FN deposit inh	RAD52 inh	S100A4 inh HTS	esBAF inh	E-sel inducer
22	CCOC(=O)c1sc(NC(=O)c2ccc(S(=O)(=O)N3CCOCC3)cc2)nc1-c1ccccc1	8.4	·	0.0	18.9	-3.5	14.4	-10.4	·
24	CCCCN(C(=O)NC(=O)Nc1cccc(C)c1C)S(C)(=O)=O	-7.0	-0.2	·	·	4.9	-2.3	-6.9	·

# Remaining list, next part.
41. O=C(C[C@H]1C[C@H]2c3cc(NC(=O)c4cccnc4)ccc3O[C@H]2[C@@H](CO)O1)NCC(F)(F)F
42. CCn1c(COc2ccc(=O)n(-c3ccccc3)n2)n[nH]c1=S
43. CCN(CCCNC(=O)C1CCC(=O)N1Cc1ccc(C)cc1)c1cccc(C)c1 (configuration not stated)
44. O=C(NC1CCCc2ccccc21)c1cn2ccccc2n1 (configuration not stated)
Assay by compound | 41 | 42 | 43 | 44
EWS-Fli block | -10.8 | -2.9 | · | -3.2
RAD54 inh | 4.3 | · | -5.3 | ·
Xi reactivation | 0.1 | 0.0 | · | 0.4
FN deposit inh | · | 9.6 | · | -1.0
RAD52 inh | 11.7 | -14.7 | -12.7 | -0.2
S100A4 inh HTS | -1.6 | 0.2 | 1.1 | 1.0
esBAF inh | 2.9 | · | -5.3 | ·
E-sel inducer | 0.1 | · | · | 5.4

# High-throughput results: PubChem, Broad Institute
